Screening data: PubChem, National Center for Advancing Translational Sciences (NCATS)
Tau fibril ThT: qHTS for Inhibitors of Tau Fibril Formation, Thioflavin T Binding | Microtubule-associated protein tau (Homo sapiens), P10636 | recombinant tau K18 P301L (four-repeat tau fragment), heparin-induced fibrillization, ThT fluorescence | Potency, µM (titrated, usually from 57.4 µM), for inactives: at the top dose activity, negative = inhibition, actives largely listed as inhibitors | 270,000 tested, 2.1% active | AID 1460, 2008; further: nearly all actives have a fitted effect of over 55% in size
Target sequence (P10636 561-689 P618L limits assumed): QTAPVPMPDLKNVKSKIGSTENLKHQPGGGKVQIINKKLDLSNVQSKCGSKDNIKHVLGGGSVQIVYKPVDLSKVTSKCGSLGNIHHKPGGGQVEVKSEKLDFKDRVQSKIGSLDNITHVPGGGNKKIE
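In this qHTS, human K18 P301L tau is incubated with compound and heparin for 6 hr at 37 C, and Thioflavin T fluorescence then reports fibril load.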
TR SRC2 fluor cs: Total Fluorescence Counterscreen for Inhibitors of the Interaction of Thyroid Hormone Receptor and Steroid Receptor Coregulator 2; TRb/SRC2 Texas Red total fluorescence interference; Potency, µM (highest dose often 106 µM), for the others: top-dose fluorescence change, negative = quenching; 280,000 tested, 0.29% active; AID 1479, 2009; active means well fitted curve in either direction with a large enough effect; inconclusive means small, poorly fitted or top-dose-only effect
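Human TRβ ligand-binding domain (0.6 uM) and Texas Red SRC2 peptide (20 nM) in Tris buffer with 1 uM T3 and 5% DMSO were incubated with pinned compound for 5 hr at ambient temperature. Total fluorescence was computed as S + 2P (555/632 nm).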
RECQ1 inh: qHTS Assay for Inhibitors of RecQ-Like Dna Helicase 1 (RECQ1). ATP-dependent DNA helicase Q1 (Homo sapiens), P46063. RECQ1 DNA unwinding, red fluorescence kinetic read. Potency, µM (series often up to 57.3 µM), inactives show at the top dose activity, negative = inhibition, actives largely listed as inhibitors. 240,000 tested, 0.54% active;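 further: plate controls were vehicle for no effect and no enzyme for full effect; nearly all actives have a fitted effect of over 30% in size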
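50 nM RECQ1T1 preincubated 15 min with compound in Tris pH 8.0 buffer with MgCl2, DTT, Tween-20 and 2.5 ug/ml poly(dI-dC); started with 200 nM TAMRA/BHQ-2 forked duplex and 2 mM ATP. Unwinding read as fluorescence (525/598 nm), two reads 2 h apart.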
JMJD2E inh: qHTS Assay for Inhibitors of Human Jumonji Domain Containing 2E (JMJD2E) | Lysine-specific demethylase 4E (Homo sapiens), B2RXH2 | JMJD2E catalytic domain, FDH-coupled NADH fluorescence (FDH is formaldehyde dehydrogenase) | Potency, µM (titrated, usually from 57.1 µM), for inactives: top-dose activity change, negative = inhibition, usual class: inhibitors | 230,000 tested, 1.6% active | AID 2147, 2009; active means well fitted inhibition curve with a large enough effect, not every such curve was filed as active; inconclusive means small, poorly fitted or top-dose-only effect, or another doubt; inactive means no such curve, though single readings can be large or run the other way;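 further: 0% = wells with enzyme and -100% = buffer wells without enzyme; nearly all actives have a fitted effect of over 50% in size; many of its hits are not listed in these tables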
L3MBTL1 block: qHTS Assay for the Inhibitors of L3MBTL1; Lethal(3)malignant brain tumor-like protein 1 (Homo sapiens), Q9Y468; AlphaScreen L3MBTL1–H3K9me1 peptide binding; Potency, µM (titrated, usually from 57.1 µM), inactives show at the top dose activity, negative = inhibition, hits mostly inhibitors; 230,000 tested, 0.66% active; AID 485360, 2010; further: nearly all actives have a fitted effect of over 60% in size
Target sequence (Q9Y468 whole entry, looked up): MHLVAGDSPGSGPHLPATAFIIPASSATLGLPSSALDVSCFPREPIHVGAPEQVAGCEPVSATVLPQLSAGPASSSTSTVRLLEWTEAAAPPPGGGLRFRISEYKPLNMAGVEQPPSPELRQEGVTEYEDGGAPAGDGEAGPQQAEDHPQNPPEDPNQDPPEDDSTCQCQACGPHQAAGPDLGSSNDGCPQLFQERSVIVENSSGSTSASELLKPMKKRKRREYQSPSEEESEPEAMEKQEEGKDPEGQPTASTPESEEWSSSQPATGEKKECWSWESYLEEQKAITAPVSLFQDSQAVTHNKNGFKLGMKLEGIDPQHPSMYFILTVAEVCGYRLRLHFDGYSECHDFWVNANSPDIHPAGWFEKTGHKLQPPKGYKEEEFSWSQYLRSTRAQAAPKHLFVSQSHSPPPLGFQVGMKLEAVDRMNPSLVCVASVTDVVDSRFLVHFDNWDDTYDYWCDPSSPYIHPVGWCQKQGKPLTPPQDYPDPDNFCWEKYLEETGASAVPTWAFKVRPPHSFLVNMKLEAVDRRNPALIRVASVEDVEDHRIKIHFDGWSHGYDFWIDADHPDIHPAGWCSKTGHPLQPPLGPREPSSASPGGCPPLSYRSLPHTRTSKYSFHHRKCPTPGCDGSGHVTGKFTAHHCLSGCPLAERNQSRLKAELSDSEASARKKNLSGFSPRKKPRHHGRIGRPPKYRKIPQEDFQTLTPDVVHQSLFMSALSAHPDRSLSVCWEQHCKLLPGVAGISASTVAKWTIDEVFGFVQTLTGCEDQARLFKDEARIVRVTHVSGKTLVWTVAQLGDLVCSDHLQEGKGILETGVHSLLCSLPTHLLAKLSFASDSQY
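AlphaScreen assay: L3MBTL1 (50 nM final) was preincubated 30 min at room temperature with biotinylated H3(1-15)K9me1 peptide (75 nM final), then 30 min with library compounds; streptavidin donor and nickel chelate acceptor beads (10 ug/mL final) added, 30 min dark.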
Tau FP inhib: qHTS for Inhibitors of Tau Fibril Formation, Fluorescence Polarization; Microtubule-associated protein tau (Homo sapiens), P10636; K18 P301L tau heparin fibrillization, Alexa594 FP, 6 h; Potency, µM (titrated, usually from 57.7 µM), for inactives: at the highest dose activity, negative = inhibition, actives largely listed as inhibitors; 280,000 tested, 0.39% active; further: nearly all actives have a fitted effect of over 55% in size
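Compound effects on tau fibrillization are measured by Alexa 594 fluorescence polarization (ex 555, em 632 nm). K18 P301L tau is used at 15 uM with 0.24 uM labeled tracer, and 20 uM heparin induces aggregation over 6 hr at 37 C.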
RGS12 GoLoco inh: qHTS Assay for Inhibitors of RGS12 GoLoco Motif Activity (Red Fluorophore); Gai1:RGS12 GoLoco peptide FP, rhodamine, 10 min; Potency, µM (top dose mostly 61.6 µM), inactives show top-dose activity, negative = inhibition, hits mostly inhibitors; 230,000 tested, 0.44% active; AID 880, 2007; active means well fitted inhibition curve with a large enough effect, not every such curve was filed as active; inactive means no such curve, though single readings can be large or run the other way; further: nearly all actives have a fitted effect of over 30% in size; many of its hits are not listed in these tables
TRb-SRC2 inh: qHTS for Inhibitors of the Interaction of Thyroid Hormone Receptor and Steroid Receptor Coregulator 2 | AID 1469, 2008 | Potency, µM (series often up to 106 µM), for inactives: top-dose activity change, negative = inhibition, hits mostly inhibitors | 280,000 tested, 0.065% active | TRbeta-SRC2 peptide binding, fluorescence polarization; receptor liganded with 1 µM T3;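 further: plate controls were bound peptide for no effect and peptide without receptor for full effect; nearly all actives have a fitted effect of over 50% in size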
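Each compound concentration gave % activity, normalized to unbound and bound Texas Red SRC2 controls, from polarization read after 5 hr ambient incubation with T3-loaded human TRb LBD.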
Starred values were filed as active, the others as inactive. Unless noted, the call rests on the fitted dose curve; in most records, active means well fitted curve in the direction sought with a large enough effect; inconclusive means small, poorly fitted or top-dose-only effect, or another doubt; inactive means no such curve, though single readings can be large; an effect the other way counts as inactive or inconclusive. Unless noted, on the % scale 0 is the no-effect control and ±100 the full control effect; potency means the concentration at half of the fitted maximal effect. Only part of the results is shown (hit frequency here may not be typical).

For CCOCCCNC(=O)C(NC(=O)c1ccc2c(c1)OCO2)c1ccc(Cl)cc1 (centres undefined) the results were Tau fibril ThT 4%, TR SRC2 fluor cs -2%, RECQ1 inh -1%, JMJD2E inh -15%, L3MBTL1 block 9%, Tau FP inhib -2%, RGS12 GoLoco inh 4% and TRb-SRC2 inh -1%.
For Cc1cc(/C=C(\C#N)C(=O)OCC#N)c(C)n1CC(C)C the results were Tau fibril ThT -8%, TR SRC2 fluor cs -4%, RECQ1 inh inactive, JMJD2E inh -28%, L3MBTL1 block -8%, Tau FP inhib -8%, RGS12 GoLoco inh 17% and TRb-SRC2 inh -1%.
Screening Cc1ccnc(NC(=O)c2c(C)oc3ncn(CC(C)C)c(=O)c23)c1 returned Tau fibril ThT -1%, TR SRC2 fluor cs -1%, Tau FP inhib -10% and TRb-SRC2 inh 5%.
Screening CCN(CC)CCN(Cc1cc2cc(C)ccc2[nH]c1=O)C(=O)Nc1ccccc1OC returned Tau fibril ThT 2%, TR SRC2 fluor cs -1%, RECQ1 inh 5%, JMJD2E inh inconclusive, L3MBTL1 block -3%, Tau FP inhib 3%, RGS12 GoLoco inh -7% and TRb-SRC2 inh -16%.
For COc1ccccc1CNC(=O)CN(c1ccc(C)cc1)S(=O)(=O)c1c(C)noc1C the results were Tau fibril ThT -12%, TR SRC2 fluor cs -2%, Tau FP inhib -1% and TRb-SRC2 inh -6%.
Screening CC(C)(C)c1cc(C(=O)O)n[nH]1 returned Tau fibril ThT 4%, TR SRC2 fluor cs 0%, RECQ1 inh inactive, JMJD2E inh -5%, Tau FP inhib -4%, RGS12 GoLoco inh 0% and TRb-SRC2 inh -19%.
For COC(=O)c1c[nH]n2c(=O)c(C(C)C)c(C)nc12 the results were Tau fibril ThT 6%, TR SRC2 fluor cs 1%, RECQ1 inh -20%, JMJD2E inh -7%, Tau FP inhib 9%, RGS12 GoLoco inh 9% and TRb-SRC2 inh 2%.
Cc1ccc2[nH]c(=O)c(CN(CCCN(C)C)C(=O)Nc3ccc(F)cc3)cc2c1 was read as Tau fibril ThT 5%, TR SRC2 fluor cs 0%, RECQ1 inh 18%, JMJD2E inh inconclusive, L3MBTL1 block 5%, Tau FP inhib -6%, RGS12 GoLoco inh 13% and TRb-SRC2 inh -6%.
`CCCc1cc(=O)[nH]c(SCc2cc(=O)oc3cc(C)c(C(C)C)cc23)n1` gave Tau fibril ThT inconclusive, TR SRC2 fluor cs 1%, RECQ1 inh -2%, JMJD2E inh inconclusive, L3MBTL1 block 3%, Tau FP inhib 0%, RGS12 GoLoco inh 2% and TRb-SRC2 inh 1%.
Screening N#C/C(C(N)=O)=c1/ccc2c(c1)N1C3=C(CCCC3)CC3CCCCC31N=2 (centres undefined) returned Tau fibril ThT inconclusive, TR SRC2 fluor cs 0%, RECQ1 inh -1%, JMJD2E inh -20%, Tau FP inhib inconclusive, RGS12 GoLoco inh 18% and TRb-SRC2 inh 4%.
O=C(Nc1nnc(SCc2cccc(F)c2)s1)c1ccco1 was read as Tau fibril ThT -7%, TR SRC2 fluor cs -2%, RECQ1 inh -24%, JMJD2E inh 3%, L3MBTL1 block -5%, Tau FP inhib 1%, RGS12 GoLoco inh -4% and TRb-SRC2 inh 4%.
`CNS(=O)(=O)c1cc(OCC(N)=O)c(C)cc1Cl` gave Tau fibril ThT 2%, TR SRC2 fluor cs 1%, RECQ1 inh -13%, JMJD2E inh -1%, Tau FP inhib 2%, RGS12 GoLoco inh 9% and TRb-SRC2 inh -18%.

3 consecutive compounds already listed, for reference:
For CCOCCCNC(=O)C(NC(=O)c1ccc2c(c1)OCO2)c1ccc(Cl)cc1 (centres undefined) the results were Tau fibril ThT 4%, TR SRC2 fluor cs -2%, RECQ1 inh -1%, JMJD2E inh -15%, L3MBTL1 block 9%, Tau FP inhib -2%, RGS12 GoLoco inh 4% and TRb-SRC2 inh -1%.
For Cc1cc(/C=C(\C#N)C(=O)OCC#N)c(C)n1CC(C)C the results were Tau fibril ThT -8%, TR SRC2 fluor cs -4%, RECQ1 inh inactive, JMJD2E inh -28%, L3MBTL1 block -8%, Tau FP inhib -8%, RGS12 GoLoco inh 17% and TRb-SRC2 inh -1%.
Screening Cc1ccnc(NC(=O)c2c(C)oc3ncn(CC(C)C)c(=O)c23)c1 returned Tau fibril ThT -1%, TR SRC2 fluor cs -1%, Tau FP inhib -10% and TRb-SRC2 inh 5%.

(continued)
CCCCOc1ccc(C)cc1CN(CCO)CCO was read as Tau fibril ThT -16%, TR SRC2 fluor cs 1%, RECQ1 inh -2%, JMJD2E inh 4%, Tau FP inhib 1%, RGS12 GoLoco inh -6% and TRb-SRC2 inh 6%.
For CC(C)Cn1c(=S)[nH]c2ccccc2c1=O the results were Tau fibril ThT -1%, TR SRC2 fluor cs -5%, RECQ1 inh 13%, JMJD2E inh -4%, L3MBTL1 block -27%, Tau FP inhib -6%, RGS12 GoLoco inh 6% and TRb-SRC2 inh 3%.
C=CCn1c(SCC(=O)Nc2ccccc2CC)nnc1-c1ccncc1 was read as Tau fibril ThT -2%, TR SRC2 fluor cs -3%, RECQ1 inh -10%, JMJD2E inh -4%, L3MBTL1 block 1%, Tau FP inhib 2%, RGS12 GoLoco inh -4% and TRb-SRC2 inh 0%.
For Cc1c(NC(=S)N/N=C/c2ccc(N(C)C)cc2)c(=O)n(-c2ccccc2)n1C the results were Tau fibril ThT -13%, TR SRC2 fluor cs -1%, RECQ1 inh -4%, JMJD2E inh inconclusive, L3MBTL1 block 4%, Tau FP inhib -5%, RGS12 GoLoco inh 3% and TRb-SRC2 inh 2%.
Cc1c(N=NC2=C(O)CC(C)(C)CC2=O)cc2c(c1[N+](=O)[O-])C(C)(C)CC2(C)C was read as Tau fibril ThT inconclusive, TR SRC2 fluor cs -3%, RECQ1 inh 25%, JMJD2E inh -4%, Tau FP inhib 1%, RGS12 GoLoco inh 1% and TRb-SRC2 inh -1%.
For O=C(CN1C(=O)c2ccccc2C1=O)N1CCN(c2ccccn2)CC1 the results were Tau fibril ThT 2%, TR SRC2 fluor cs 0%, RECQ1 inh inactive, JMJD2E inh -5%, Tau FP inhib -3%, RGS12 GoLoco inh 1% and TRb-SRC2 inh 6%.
N#CC(c1ccc(=O)[nH]n1)c1ccc(Cl)cc1Cl (centres undefined) was read as Tau fibril ThT -5%, TR SRC2 fluor cs 0%, RECQ1 inh inactive, JMJD2E inh 0%, L3MBTL1 block -1%, Tau FP inhib 5%, RGS12 GoLoco inh 6% and TRb-SRC2 inh 4%.
`COc1cc(-n2c(=O)c3ccccc3n(CC(=O)OCc3ccccc3)c2=O)cc(OC)c1OC` gave Tau fibril ThT 4%, TR SRC2 fluor cs -3%, RECQ1 inh 3%, JMJD2E inh -5%, Tau FP inhib -1%, RGS12 GoLoco inh 8% and TRb-SRC2 inh 1%.
COc1ccc(CCNC(=O)CCc2c(C)nc3cc(-c4ccccc4)nn3c2C)cc1OC was read as Tau fibril ThT inconclusive, TR SRC2 fluor cs inconclusive, Tau FP inhib 4% and TRb-SRC2 inh -2%.
Screening CCOC(=O)C(=N/O)/C(C)=N/NC(C)=O returned Tau fibril ThT -7%, TR SRC2 fluor cs 1%, RECQ1 inh -12%, JMJD2E inh 11%, Tau FP inhib -9%, RGS12 GoLoco inh 3% and TRb-SRC2 inh -6%.
`Cc1ccc(CNc2cc(C)nc3nc(-c4ccc(C)cc4)nn23)cc1` gave Tau fibril ThT 8%, TR SRC2 fluor cs -2%, Tau FP inhib 8% and TRb-SRC2 inh -1%.
Screening O=C(/C(=N/O)n1cncn1)c1ccccc1Cl returned Tau fibril ThT 8%, TR SRC2 fluor cs 0%, RECQ1 inh 5%, JMJD2E inh -3%, L3MBTL1 block 5%, Tau FP inhib -4%, RGS12 GoLoco inh 2% and TRb-SRC2 inh -4%.
`Nc1nnnn1NCc1cccc(OCc2ccccc2)c1` gave Tau fibril ThT 0%, TR SRC2 fluor cs 0%, RECQ1 inh -21%, JMJD2E inh -4%, L3MBTL1 block 2%, Tau FP inhib 9%, RGS12 GoLoco inh 4% and TRb-SRC2 inh -22%.
CCN(CC)CCOCCOc1ccccc1F was read as Tau fibril ThT -11%, TR SRC2 fluor cs -1%, RECQ1 inh -10%, JMJD2E inh 2%, Tau FP inhib -7%, RGS12 GoLoco inh -3% and TRb-SRC2 inh -6%.
For C=CCn1c(SCC(=O)NCc2ccco2)nc2ccccc2c1=O the results were Tau fibril ThT -2%, TR SRC2 fluor cs -1%, RECQ1 inh 0%, JMJD2E inh -4%, L3MBTL1 block -9%, Tau FP inhib 0%, RGS12 GoLoco inh 0% and TRb-SRC2 inh -14%.
`O=C(COC(=O)CCC(=O)c1ccc2c(c1)OCCO2)NCc1ccc2c(c1)OCO2` gave Tau fibril ThT -2%, TR SRC2 fluor cs -1%, RECQ1 inh -10%, JMJD2E inh 5%, L3MBTL1 block -2%, Tau FP inhib 4%, RGS12 GoLoco inh 6% and TRb-SRC2 inh 5%.
For COCCNCC(=O)Nc1ccc(C)c(S(=O)(=O)N2CCCCC2)c1 the results were Tau fibril ThT -7%, TR SRC2 fluor cs -1%, RECQ1 inh inactive, JMJD2E inh inconclusive, L3MBTL1 block 7%, Tau FP inhib -7%, RGS12 GoLoco inh -7% and TRb-SRC2 inh -1%.
